CD40 NFkB inh – CD40 pathway inhibition in BL2 cells. inhibition, % at 10 µM. BL2 NF-kB luciferase reporter, CD40L-induced, 4 h. 83,000 compounds, 0.94% hits. AID 1053188;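 active = mean inhibition of at least 50% with a set share of replicates also reaching that level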;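 also: 0% = neutral control wells and 100% = IKK inhibitor VII at 50 µM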
Numbers without * were called inactive; & = joins results of further samples; [ ] = remark or other dose. Not all compounds are listed; rates above refer to the full screens.

smiles | CD40 NFkB inh
O=S(=O)(Nc1cccc(-n2cnnn2)c1)c1cccc(Cl)c1 | 7
O=C([C@H]1N[C@H]2c3ccc(C4=CCCCC4)c(=O)n3C[C@H]2[C@@H]1CO)N1CCC(Cc2ccccc2)CC1 | -3[25 µM]
CN(CC(=O)Nc1c(Cl)cccc1Cl)C(=O)CNC(=O)c1ccc2ccccc2c1 | -3
O=C1Nc2ccccc2C12OCC(COc1ccc(Cl)cc1)O2 (stereo unspecified) | 13
Cc1ccc(OCC(=O)NCc2ccco2)c([N+](=O)[O-])n1 | -3
CCCC#Cc1cnc2c(c1)C(=O)N([C@H](C)CO)C[C@H](C)[C@H](CN(C)C(=O)Nc1cc(F)ccc1F)O2 | -10[25 µM]
CC1(C)C2CCC(CN)C1C2 (stereo unspecified) | 6
CC(C)(C)C(=O)Nc1ccc(N2CCN(C(=O)c3cccs3)CC2)cc1 | -6
O=C(CN1CCCCCC1)N/N=C/c1cccc(Cl)c1Cl | -22
CC(C)(C)NC(=O)CN(C(=O)CS(=O)CC(=O)Nc1ccc(F)cc1)c1ccc2c(c1)OCCO2 (stereo unspecified) | 10
CC=Cc1ccc2n(c1=O)C[C@@H]1[C@@H](CO)[C@H](C(=O)NCCCN(C)C)N(Cc3cocn3)[C@H]21 (mixture of isomers) | 0[25 µM]
C[C@H](CO)N1C[C@H](C)[C@H](CN(C)Cc2cncnc2)Oc2ncc(C#Cc3ccccn3)cc2C1=O | 5[25 µM]
Cn1c(=O)c2c(SCc3cccnc3)nc(C3CC3)nc2n(C)c1=O | 4
COc1ccc(OC)c(-c2csc(N(CC3CCCO3)C(=O)C3CCCCC3)n2)c1 (stereo unspecified) | 8
CC=Cc1ccc2n(c1=O)C[C@@H]1[C@@H](CO)[C@H](C(=O)NCCC)[C@H]2N1C(=O)C1CCC1 (mixture of isomers) | -7[25 µM]
Cc1ccc(N2CN(Cc3ccco3)CNC2=S)cc1 | -25
CN1CCN(CCc2nc3cc(NC(=O)c4ccco4)ccc3n2C)CC1 | -3
O=C(OCc1ccc([N+](=O)[O-])cc1)c1cc(S(=O)(=O)N2CCCCC2)ccc1N1CCOCC1 | -10
S=C(NCc1cccs1)Nc1ccc(Br)cc1Cl | -30
CO[C@H](CN(C)S(=O)(=O)c1cccc(Cl)c1)[C@@H](C)CN(C(=O)Nc1ccccc1F)[C@H](C)CO | -15[25 µM]
CCC1(c2ccccc2)NC(=O)N(CC(=O)Nc2ccccc2C(=O)NC2CCCC2)C1=O (stereo unspecified) | 4
Cc1cccc(Oc2cc(NC(=O)c3ccccc3)cc([N+](=O)[O-])c2)c1 | 0
CCOC(=O)c1c(NS(=O)(=O)Cc2ccccc2)sc2c1CCCC2 | 11
COc1cccc(NC(=O)CN(C)C(=O)c2ccc(NC(=O)CC3SC(N4CCCCC4)=NC3=O)cc2)c1 (stereo unspecified) | 5
COc1ccc(CCNc2nc3c(c(=O)n(C)c(=O)n3C)n2C)cc1OC | 16

(listing goes on)
smiles | CD40 NFkB inh
c1cnc2c(OCc3nc4ccccc4[nH]3)cccc2c1 | -49
CC1CN(C(=O)c2cccc(S(=O)(=O)Nc3ccc(Cl)cc3)c2)CC(C)O1 (stereo unspecified) | 3
Cc1ccc(N(Cc2ccccc2)C(=O)c2cccc(S(=O)(=O)N3CCN(C)CC3)c2)cc1 | -2
COc1ccc(CNC(=O)CN(C(=O)Cn2nnc(-c3ccccc3F)n2)c2ccc(C)cc2)cc1 | 10
CN(C)CCCn1c(=O)n(Cc2ccccc2)c(=O)c2c3c(sc21)CCCCC3 | 17
CCNC(=O)COc1cc(C)c(Cl)c(C)c1 | -2
COc1cccc(-c2ccc(C3[C@H]4CNC[C@@H]3N4Cc3nccs3)cc2)c1 (stereo partly specified) | 5&-17[25 µM]
COc1ccccc1N1CCN(C/C(C)=C/c2ccccc2)CC1 | 6
CN(C)C(=O)[C@@H]1[C@@H](CO)[C@@H]2Cn3c(ccc(-c4ccncc4)c3=O)[C@H]1N2C(=O)NC1CCCC1 | -1[25 µM]
O=C(COC(=O)c1ccco1)NC(c1ccccc1)c1ccccc1 | -15
CNC(=O)NC(=O)CSc1ccc(S(=O)(=O)N(C)C2CCCCC2)cn1 | 3
CCCCn1c(N)c(N(CCOC)C(=O)CC(NC(=O)c2ccccc2)c2ccccc2)c(=O)[nH]c1=O (stereo unspecified) | -2
Cc1cc(C(=O)N2CCN(Cc3ccc4c(c3)OCO4)CC2)on1 | 5
COCC(=O)N1CC2(C1)CN(Cc1ccccc1F)[C@@H](CO)c1[nH]c3cc(OC)ccc3c12 | 5[25 µM]
O=S(=O)(Cc1ccc(Cl)cc1)NCc1ccc2c(c1)OCO2 | 7
CC(C)c1ccc(NC(=S)NNC(=O)c2cccnc2)cc1 | -37
CCOC(=S)SCc1cn2ccccc2n1 | -29
COc1ccc(C#Cc2ccc([C@H]3[C@H](CO)N4CCCCN(C(=O)Nc5ccc(F)cc5)C[C@@H]34)cc2)cc1 | -18
O=C(O)c1cc(Cl)nc2ccccc12 | 22
CCCCCC(=O)N1CCN(CCN=CC2=C(O)CC(c3cccs3)CC2=O)CC1 (stereo unspecified) | -4
O=C(CCNC(=O)c1ccco1)Nc1ccccc1N1CCOCC1 | 0
CO[C@H]1CN(C)C(=O)c2ccc(NC(=O)C3CCCC3)cc2OC[C@@H](C)NC[C@@H]1C | 2
CNCc1cc(Br)c(OCC(=O)Nc2ccccc2OC)c(OC)c1 | 10
COc1ccc(CC(=O)OCC(=O)Nc2cccc(C(C)=O)c2)cc1OC | 2
COc1cc(NC(=O)CCc2ccccc2)nc(OC)n1 | -53

Gathered by group, those above containing fluorine
smiles | CD40 NFkB inh
CCCC#Cc1cnc2c(c1)C(=O)N([C@H](C)CO)C[C@H](C)[C@H](CN(C)C(=O)Nc1cc(F)ccc1F)O2 | -10[25 µM]
CC(C)(C)NC(=O)CN(C(=O)CS(=O)CC(=O)Nc1ccc(F)cc1)c1ccc2c(c1)OCCO2 (stereo unspecified) | 10
CO[C@H](CN(C)S(=O)(=O)c1cccc(Cl)c1)[C@@H](C)CN(C(=O)Nc1ccccc1F)[C@H](C)CO | -15[25 µM]
COc1ccc(CNC(=O)CN(C(=O)Cn2nnc(-c3ccccc3F)n2)c2ccc(C)cc2)cc1 | 10
COCC(=O)N1CC2(C1)CN(Cc1ccccc1F)[C@@H](CO)c1[nH]c3cc(OC)ccc3c12 | 5[25 µM]
COc1ccc(C#Cc2ccc([C@H]3[C@H](CO)N4CCCCN(C(=O)Nc5ccc(F)cc5)C[C@@H]34)cc2)cc1 | -18

Carrying on.
smiles | CD40 NFkB inh
CN(C)C(=O)c1cccc(-c2cccc(-c3nc(C(=O)NC4CCCCC4)cc4c3[C@H](CCO)N([S@@](=O)C(C)(C)C)C4)c2)c1 | 28
C/C(=C\c1ccc2c(c1)OCO2)C(=O)c1c(C)cc(C)[nH]c1=O | -4
Cc1cccnc1NCc1ccc(O)c2ncccc12 | 59*
N#Cc1nc(-c2ccccc2F)oc1NC1CCCCC1 | -48
CN(CC(=O)Nc1ccccc1C(F)(F)F)C(=O)C1CCN(C(=O)c2ccc(Cl)cc2)CC1 | 11
CCCCN1C(=O)c2ccccc2C1C(=O)NC1CCCC1 (stereo unspecified) | 4
O=C(Nc1nnc(C2CC2)s1)C1COc2ccccc2O1 (stereo unspecified) | -1
Cn1cc([N+](=O)[O-])c(C(=O)NC2CCCCCCC2)n1 | 8
COCCc1ccc(OC2(C)CCN(Cc3cccn3-c3nccs3)C2)cc1 (stereo unspecified) | 6
CCn1ncc(S(=O)(=O)Nc2cccnc2)c1C | 10
COc1ccc(CCNC(=O)c2ccccc2N(C)S(=O)(=O)c2ccccc2)cc1 | 5
C[C@H](CO)N1C[C@H](C)[C@H](CN(C)CC2CC2)OCCCC[C@H](C)Oc2ccc(NC(=O)Cc3ccccc3)cc2C1=O | 9
Cc1cc(Br)c(OCC(=O)NN)c2c1CCC2 | 8
Cc1ccc(NC(=O)Nc2ccc3c(c2)C(=O)N(C)[C@@H]2CC[C@H](CC(=O)NCC(F)(F)F)O[C@@H]2CO3)cc1 | 12[25 µM]
CC(NC(=O)c1ccc(C(=O)c2ccccc2)cc1)c1ccc(S(N)(=O)=O)cc1 (stereo unspecified) | 23
Cc1sc(NC(=O)c2ccc(Cl)s2)c(C(N)=O)c1C | -83
COc1ccc(CNC(=O)COC(=O)[C@H](Cc2ccccc2)NC(=O)c2cccs2)cc1 | 12
O=C(Nc1nccs1)c1cccc(S(=O)(=O)N2CCOCC2)c1 | 12
COc1ccc(C)cc1NC(=O)Nc1ccccc1SC | 3
O=C(NCCCN1CCN(CCCNC(=O)c2ccccc2F)CC1)c1ccccc1F | 18
Nc1cc2c(cc1Br)-c1ccc(F)cc1C2O (stereo unspecified) | -50
O=C(COc1ccccc1C(=O)NCC1CCCO1)Nc1ccc(Br)cc1 (stereo unspecified) | -3
COc1ccccc1C#Cc1ccc([C@@H]2[C@@H](CO)N3CCCCN(CCC(F)(F)F)C[C@@H]23)cc1 | -3[25 µM]
CO[C@H]1CN(C)C(=O)c2cc(NC(=O)C3CCCC3)ccc2OC[C@H](C)N(C)C[C@H]1C | -2
CCCCn1c(N)c(N(CCC(C)C)C(=O)COC(=O)c2cccnc2Cl)c(=O)[nH]c1=O | -4

More structures:
smiles | CD40 NFkB inh
O=C(c1ccccc1)N1CCN(Cc2cccc(Oc3ccccc3)c2)CC1 | 9
COc1ccccc1-c1cn(CC[C@H]2CC[C@@H](NC(=O)C3CCCCC3)[C@H](CO)O2)nn1 | 6[25 µM]
O=C(CCC1CCCC1)N1CCN(C(=O)C2CC2)CC1 | 5
N#C[C@@H]1[C@@H](c2ccc(-c3cncnc3)cc2)[C@H](CO)N1C(=O)C1CCC1 | -11[25 µM]
CC12COC3(C(=O)Nc4ccc(F)cc4)CC1CCC32C (stereo unspecified) | 10
Cc1ccc(NC(=O)c2ccc(CN3CC(=O)N4CCCCC4C3=O)cc2)c(C)c1 (stereo unspecified) | -3
COc1ccc(CCNC(=O)CCCn2ncn3c(cc4occc43)c2=O)c(OC)c1 | 3
CC/C(=N\NC(=O)c1c(-c2ccccc2)noc1C)c1ccc(C)o1 | -2
CC(C)C(NC(=O)c1ccc(Cl)cc1)C(=O)O (stereo unspecified) | 0
C[C@@H]1CN([C@@H](C)CO)C(=O)CCCn2cc(nn2)CO[C@H]1CN(C)Cc1ccncc1 | -1
O=C(O)c1[nH]c2ccccc2c1NS(=O)(=O)c1ccc(F)cc1 | 5
C[C@H](CO)N1C[C@H](C)[C@@H](CN(C)C(=O)[C@H](Cc2ccccc2)N(C)C)OCc2ccccc2-c2c(n(C)c3ccccc23)C1=O | 2[25 µM]
O=C(COc1ccccc1)N=C1SC2CS(=O)(=O)CC2N1CCc1ccccc1 (stereo unspecified) | 13
CC1=C(C)CC(C(=O)NCc2ccccn2)C(C(=O)O)C1 (stereo unspecified) | 12
CSc1cc(C)nc(N(C)C(C)=O)n1 | 7
COc1ccc(N2CCCCn3c2nc2c3c(=O)n(C)c(=O)n2C)cc1 | 5
CC(C)NC(=O)N1[C@H](CO)[C@@H](c2ccc(C#CC3CC3)cc2)[C@@H]1C#N | 6[25 µM]
COc1ccc(C(=O)NCCCNC(=O)c2cc3ccccc3[nH]2)cc1OC | 8
NC(=O)c1ccsc1NC(=O)c1ccc(N2CCCC2=O)cc1 | 9
N#C[C@@H]1[C@H](c2ccccc2-c2cccc(F)c2)[C@H](CO)N1C(=O)c1cccnc1 | 5[25 µM]
COc1ccc(C(=O)NCc2ccc(-c3nc4ccccc4s3)cc2)cc1 | -26
Cc1onc(-c2ccccc2)c1C(=O)Nc1ccc(S(=O)(=O)N2CCCC2)cc1 | 18
CCOc1cc(S(=O)(=O)N(CC)CC)ccc1Br | -6
C[C@@H]1CN([C@H](C)CO)C(=O)c2c(c3ccccc3n2C)-c2ccccc2CO[C@H]1CN(C)S(=O)(=O)c1ccccc1F | 6
Cc1nc(N2CCN(S(=O)(=O)c3cccs3)CC2)c2c(-c3ccccc3)c(C)sc2n1 | 24

(continued)
smiles | CD40 NFkB inh
Cc1cc(C)n(-c2nc3ccccc3nc2N2CCC(C)CC2)n1 | -108
CCn1nc(C(=O)NNC(=O)C(Cc2ccccc2)NC(N)=O)c2ccccc2c1=O (stereo unspecified) | 10
COc1ccc(CC(=O)NC(C)c2ccc3ccccc3c2)cc1 (stereo unspecified) | -2
N#CCCCCn1c(-c2cncs2)nc2ccccc21 | 8
O=C(Cc1ccc(Cl)cc1)c1c[nH]c(C(=O)NCCCn2ccnc2)c1 | -1
O=C1COc2ccc(C(=O)COC(=O)c3ccco3)cc2N1 | -68
N#C[C@@H]1[C@H](c2ccc(C#CCC3CCCC3)cc2)[C@@H](CO)N1C(=O)c1ccccn1 | 7[25 µM]
COc1ccc(/C=N/OCC(=O)NC(c2ccccc2)c2ccccc2)cc1OC | 0
O=C1CS/C(=N\c2ccccn2)N1C1CCCCC1 | 11
Fc1ccccc1CSc1ncnc2c1ncn2C1CCCO1 (stereo unspecified) | -64
O=S(=O)(Nc1ccc(Br)cc1)N1CCOCC1 | 1
O=C(NCc1cccnc1)C1C2C=CC(C2)C1C(=O)Nc1cccc(C(F)(F)F)c1 (stereo unspecified) | -1
O=C(N[C@@H]1CC[C@H](CCNC(=O)C2CCOCC2)O[C@@H]1CO)c1ccncc1 | 11
O=C(C1CCOCC1)N1C[C@H]2[C@@H](c3ccccc31)[C@H](CO)N2C(=O)Nc1cccc(F)c1 | 1
O=C(c1nsnc1-c1ccccc1O)N1CCCCC1 | 8
Cc1ccc(S(=O)(=O)N2CC=C(N)N2)cc1 | -2
Cc1noc(C)c1CSc1nnc2ccc3ccccc3n12 | 6
CCc1nnc(NC(=O)[C@@H](NS(=O)(=O)c2ccc3c(c2)OCCO3)C(C)C)s1 | 14
CCC(=O)N1CCC1(C)C(=O)Nc1ccc2c(c1)CCN2C(C)=O (stereo unspecified) | 2
O=C(Nc1ccc(S(=O)(=O)N2CCOCC2)cc1)c1ccc2c(c1)OCO2 | 9
O=c1cc[nH]c2ccc(OC(F)(F)F)cc12 | 7

Some of the entries so far, with the structure last:
CD40 NFkB inh	SMILES
3	CC1CN(C(=O)c2cccc(S(=O)(=O)Nc3ccc(Cl)cc3)c2)CC(C)O1 (stereo unspecified)
-2	Cc1ccc(N(Cc2ccccc2)C(=O)c2cccc(S(=O)(=O)N3CCN(C)CC3)c2)cc1
